# Screening results as filed in PubChem BioAssay.
# L3MBTL1 inh: qHTS Assay for the Inhibitors of L3MBTL1 | Lethal(3)malignant brain tumor-like protein 1 (Homo sapiens), Q9Y468 | AlphaScreen L3MBTL1–H3K9me1 peptide binding | Potency, µM (titrated, usually from 57.1 µM), without a hit: at the highest dose activity, negative = inhibition, usual class: inhibitors | hit rate 0.66% among 230,000 | AID 485360, 2010; active = well fitted inhibition curve with a large enough effect; note: nearly all actives have a fitted effect of over 60% in size
#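 First, the protein-peptide complex forms for 30 min at room temperature (L3MBTL1 50 nM, biotinylated H3K9me1 peptide 75 nM). Next, compounds are pin-transferred and incubated 30 min. Finally, AlphaScreen beads are added and read after 30 min.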
# * = called active by the depositor; [ ] = remark or other dose. % is set by controls: 0 for no effect and ±100 for the full control effect; potency is the fitted concentration of half-maximal effect. This is a subset. The share of hits here may be higher or lower than overall.
SMILES,L3MBTL1 inh
COC(=O)C1=C(c2ccc(-c3ccccc3)c(F)c2)C[C@@H]2CC[C@H]1N2C(=O)NCc1ccc(F)cc1,-7%
O=C(c1ccccc1F)N1C[C@H]2C[C@@H](C1)c1cccc(=O)n1C2,-21%
Cc1cccc(N2CCN(Cc3ccc4c(c3)OCO4)CC2)c1C,-6%
Cc1c(Oc2cc(NN3CCCCC3)c([N+](=O)[O-])cc2[N+](=O)[O-])cccc1[N+](=O)[O-],33%[activator]
Cc1cc(OCC(=O)N[C@H](C(=O)O)c2ccccc2)c2c3c(c(=O)oc2c1)CCC3,4%
C[C@]12CC[C@H](OC(=O)CCC(=O)O)CC1=CCC1C2CC[C@@]2(C)C1CC[C@@H]2OC(=O)CCC(=O)O (some centres undefined),2%
CCCNC(=O)N1[C@H]2CC[C@@H]1C(C(=O)OC)=C(c1c(C)noc1C)C2,2%

# Ordered by molecular weight (falling): part of the list above
SMILES,L3MBTL1 inh
Cc1c(Oc2cc(NN3CCCCC3)c([N+](=O)[O-])cc2[N+](=O)[O-])cccc1[N+](=O)[O-],33%[activator]
Cc1cccc(N2CCN(Cc3ccc4c(c3)OCO4)CC2)c1C,-6%
O=C(c1ccccc1F)N1C[C@H]2C[C@@H](C1)c1cccc(=O)n1C2,-21%

# Reprinted at random: two records from the list, in no set order.
SMILES,L3MBTL1 inh
COC(=O)C1=C(c2ccc(-c3ccccc3)c(F)c2)C[C@@H]2CC[C@H]1N2C(=O)NCc1ccc(F)cc1,-7%
O=C(c1ccccc1F)N1C[C@H]2C[C@@H](C1)c1cccc(=O)n1C2,-21%
